CHRM4 agonist: CHRM4 agonism in calcium assay; P08173; CHO-K1 hM4/Gqi5, Fluo-8 calcium fluorescence; vehicle 0%, full acetylcholine response 100%; activation, % at 3 µM; 0.14% of 360,000 active;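 active = activation above the run mean over all test wells plus 3 SD, cut at about 32% in these data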;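 also: peak over basal fluorescence ratio per well then scaled between controls; 0% = DMSO wells and 100% = acetylcholine at EC100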
TAAR1 ag: human TAAR1 agonism; AID 624467; CHO RD-HGA16 TAAR1, Fluo-8 calcium fluorescence; vehicle wells 0%, saturating PEA agonist 100%; activation, % at 3 µM; Q96RJ0; 0.99% of 360,000 active;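 active = activation above the mean activation of all test compounds in the run plus 3 SD, cut at about 38% in these data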
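Signal – calcium-sensitive Fluo-8 signal, excitation 470-495, emission 515-575 nm · System – RD-HGA16 (CHO) cells co-expressing Gα16 and hTAAR1 · Incubation – 17-24 h seeding, 75 min 37 °C dye, 30 min RT · Compound dosing – 3 µM single concentration · Repeats – no replicates (n 1)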
CHRM1 agonist: human M1 muscarinic receptor agonism; P11229; CHO-K1 hM1, Fluo-8 calcium fluorescence, agonist mode; 0% DMSO, 100% acetylcholine EC100; activation, % at 3 µM; 0.33% of 360,000 active;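 active = activation above the run's mean compound activation plus 3 SD, cut at about 16% in these data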;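 also: peak over basal fluorescence ratio within a 140 s kinetic read after compound addition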
Target sequence (P11229 whole entry, looked up): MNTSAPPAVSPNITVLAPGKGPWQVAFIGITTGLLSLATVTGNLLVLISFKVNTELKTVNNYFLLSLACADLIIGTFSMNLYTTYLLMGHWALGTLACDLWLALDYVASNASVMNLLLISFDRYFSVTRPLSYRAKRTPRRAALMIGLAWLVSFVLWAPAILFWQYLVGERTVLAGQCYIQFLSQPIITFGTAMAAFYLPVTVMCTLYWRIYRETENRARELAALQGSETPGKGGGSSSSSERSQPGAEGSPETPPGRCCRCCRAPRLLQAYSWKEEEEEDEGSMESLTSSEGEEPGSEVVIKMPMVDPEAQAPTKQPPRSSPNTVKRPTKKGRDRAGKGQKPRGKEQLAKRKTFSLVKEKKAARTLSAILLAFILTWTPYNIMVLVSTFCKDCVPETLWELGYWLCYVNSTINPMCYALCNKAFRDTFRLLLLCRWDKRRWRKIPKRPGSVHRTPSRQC
M5 PAM: potentiates acetylcholine response at human M5 receptor | AID 624038 | 0.3% of 360,000 active | CHO-K1 hM5, Fluo-8 calcium, ACh EC20 PAM; 0% = ACh EC20, 100% = ACh EC100 | activation, % at 3 µM | P08912;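 active = activation above the run cutoff, the mean activation of all test compounds plus 3 SD, cut at about 18% in these data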
Target sequence (P08912 whole entry, looked up): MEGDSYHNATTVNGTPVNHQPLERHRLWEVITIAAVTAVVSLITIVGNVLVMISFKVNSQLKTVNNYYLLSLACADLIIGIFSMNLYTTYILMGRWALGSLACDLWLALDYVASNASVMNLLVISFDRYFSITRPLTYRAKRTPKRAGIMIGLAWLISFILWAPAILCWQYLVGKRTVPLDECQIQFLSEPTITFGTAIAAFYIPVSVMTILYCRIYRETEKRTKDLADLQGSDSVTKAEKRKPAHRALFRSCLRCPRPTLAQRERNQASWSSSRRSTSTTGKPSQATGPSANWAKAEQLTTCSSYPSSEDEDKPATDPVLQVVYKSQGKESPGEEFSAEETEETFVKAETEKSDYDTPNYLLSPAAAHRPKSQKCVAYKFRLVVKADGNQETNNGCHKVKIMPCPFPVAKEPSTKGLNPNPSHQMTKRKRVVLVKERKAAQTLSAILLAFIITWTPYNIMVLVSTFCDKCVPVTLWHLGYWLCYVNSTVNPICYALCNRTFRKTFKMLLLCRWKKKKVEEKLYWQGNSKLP
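Probe or stimulus: acetylcholine, EC20 level; Assay system: human M5 receptor in CHO-K1 cells; Schedule: compound preincubation 140 s before EC20 acetylcholine addition; Technique: intracellular calcium via Fluo-8 fluorescence; Dosing: single-point, 3 µM nominal; Read-out basis: percent activation from peak-over-basal fluorescence ratio, scaled EC20-to-EC100 acetylcholine; Repeats: one well per compound, no replicates.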
CHRM5 antagonist: CHRM5 antagonism in calcium assay. CHO-hM5 cells, Fluo-8 calcium fluorescence, ACh EC80. P08912. inhibition, % at 3 µM. 0.59% of 360,000 active;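 active = inhibition above a per-plate cutoff, the mean of that plate's test compounds plus 3 SD, cut at about 27% in these data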;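 also: 0% = acetylcholine EC80 with DMSO and 100% = DMSO without agonist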
CHRM5 agonist: agonists of human muscarinic M5 receptor (CHRM5). P08912. CHO-K1 hM5 cells, Fluo-8 calcium fluorescence; 0% DMSO wells, 100% maximal acetylcholine response. activation, % at 3 µM. 0.19% of 360,000 active. AID 624037;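 active = activation above the run's mean over test compounds plus 3 SD, cut at about 23% in these data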;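 also: signal is peak over basal fluorescence ratio across the kinetic read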
M4 antag: blocks acetylcholine activation of human M4 receptor. P08173. CHO-hM4 cells, ACh EC80, Fluo-8 calcium fluorescence. inhibition, % at 3 µM. 0.73% of 360,000 active;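 active = inhibition above its plate's cutoff, the mean inhibition of sample wells plus 3 SD, cut at about 27% in these data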;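 also: 0% = acetylcholine EC80 with DMSO and 100% = DMSO without agonist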
M1 antag: antagonists of human M1 muscarinic receptor | inhibition, % at 3 µM | P11229 | 1.3% of 360,000 active | CHO-K1 hM1, Fluo-8 calcium fluorescence, ACh EC80 antagonist;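 active = percent inhibition above its own plate's cutoff, namely the mean of that plate's compound wells plus 3 SD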;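 also: peak over basal fluorescence ratio during 140 s after agonist addition; 0% = ACh EC80 plus DMSO and 100% = DMSO alone without agonist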
M1 PAM: positive allosteric modulators of human M1 muscarinic receptor | P11229 | CHO-K1 hM1, Fluo-8 calcium fluorescence, ACh EC20; 0% = ACh EC20, 100% = maximal ACh | activation, % at 3 µM | 0.088% of 360,000 active; in the data active = activation above about 19%, passing the limit was not always enough
Numbers without * were called inactive; x = not tested or not shown. An excerpt; count on the stated rates, not on these rows.

SMILES	CHRM4 agonist	TAAR1 ag	CHRM1 agonist	M5 PAM	CHRM5 antagonist	CHRM5 agonist	M4 antag	M1 antag	M1 PAM
CCOC(=O)N1CCN(C(=O)c2ccc(N3C(=O)c4ccccc4C3=O)cc2)CC1	-1	1	-3	1	-5	0	3	4	-3
CCOCCCNC(=O)CN1C(=O)COc2ccc(S(=O)(=O)N3CCC(C)CC3)cc21	1	x	0	-2	-4	-6	-20	-2	1
CCOc1cc2[nH]c(=S)n(CCCN3CCN(C)CC3)c(=O)c2cc1OCC	0	-2	-6	-4	10	-1	1	-15	5
O=C(NC1CC1)c1cc(-c2ccco2)nc2ccccc12	2	x	-2	-4	15	-1	-4	0	2
CCC(C)[C@H](NC(=O)N1CCCCCC1)C(=O)OC (stereo partly specified)	1	-1	-5	14	-5	-7	-10	-12	14
Cc1cccc(C(=O)OCC(=O)NCC2COc3ccccc3O2)c1 (stereo unspecified)	1	4	-4	0	4	0	-1	-3	3
COc1cc2c(cc1OC)C(C)N(S(=O)(=O)c1ccc(Cl)nc1)CC2 (stereo unspecified)	1	0	-1	-6	5	-6	2	-2	7
O=C(Cc1ccccc1)NC(Nc1cccc2ccccc12)C(Cl)(Cl)Cl (stereo unspecified)	4	10	-1	-15	6	-5	7	-14	-9
CCOC(=O)c1ccc(NC(=O)CC2C(=O)N(c3cccc(OC)c3)C(=O)N2CCOC)cc1 (stereo unspecified)	5	4	-6	-11	-7	-4	0	-22	-3
Cc1c(NC(=O)c2ccc3c4c(cccc24)CC3)c(=O)n(-c2ccccc2)n1C	0	4	-6	-4	2	2	4	-3	4
CCn1cc(CN2CCC(C(=O)Nc3cccc(-c4cccc(F)c4)c3)CC2)cn1	4	4	-4	4	1	-3	5	-5	2
CCC(C)OC(=O)C1=C(C)OC23OC(N)=C(C#N)C12C(=O)c1ccccc13 (stereo unspecified)	-1	1	-2	2	-4	2	9	4	3
Cc1cc(NC(=O)c2ccc(Cl)cc2Cl)n(CCC#N)n1	2	0	-4	4	1	-3	1	15	-5
O=c1cc(-c2ccccc2)[nH]n1-c1ccc([N+](=O)[O-])cc1	1	x	3	5	-6	5	6	-5	5
COc1ccc(C(=O)OCC(=O)c2ccco2)cc1[N+](=O)[O-]	1	2	-2	4	0	-2	-6	-9	10
CCC(CC)CN1CCC(CN2C(=S)NC[C@@H]2CC(C)C)CC1	0	0	-10	-3	7	-3	12	8	-7
CC1(C)CC(=O)C=C(c2cccnc2)C1	0	8	-6	6	-2	-3	-11	-5	2
CCn1nc(C)c(CNC(=O)c2cc(COc3ccc(F)cc3Cl)on2)c1C	14	9	3	-24	10	9	15	19	-13
CC(NC(=O)COC(=O)CNC(=O)C1CCCCC1)c1ccccc1 (stereo unspecified)	1	0	1	2	4	1	-2	-11	10
CC1CCN(C(=O)COC(=O)c2ccc3c(c2)OCCO3)CC1	4	2	-4	3	14	0	-1	-2	-1
Cc1ccc(CNC(=O)Cc2nc3nc(C)cc(C)n3n2)cc1	1	-1	-5	-1	-8	-2	-20	-8	4
COc1ccc(C2=NOC(C(=O)NCc3ccccc3)C2)cc1 (stereo unspecified)	1	x	-2	7	-8	3	-5	-3	5
O=C(Nc1ccc(Oc2ccccc2)nc1)C1CCN(Cc2cccc(F)c2)CC1	6	8	3	-13	31*	-4	1	-1	3
CC(C)COC(=O)c1ccccc1N1C(=O)C2C3CCC(C3)C2C1=O (stereo unspecified)	1	0	-5	4	-4	-4	-23	-12	2
CC1(C)NC(=O)N(CC(=O)OCC(=O)Nc2cc(S(=O)(=O)N3CCCCC3)ccc2Cl)C1=O	1	-1	-4	0	0	-1	-17	-11	6
Nc1ncnc2c1ncn2[C@@H]1O[C@H](CNCc2cccc(C#Cc3ccccc3)c2)[C@@H](O)[C@H]1O	-1	1	-5	-7	12	0	0	-12	2
CCOC(=O)c1cc(=O)n2nc(-c3ccc(C)cc3)nc2s1	1	10	-1	-1	-2	0	-4	-11	8
CCOC(=O)C(Sc1cc(-c2ccccc2)nc2ncnn12)C(C)=O (stereo unspecified)	3	2	-3	-3	13	-4	-7	10	6
O=C(Oc1ccc2c3c(c(=O)oc2c1)CCCC3)c1ccco1	0	16	-6	2	-5	-6	-11	-8	2
Oc1cc2c(c(Cl)c1O)CCNCC2c1ccccc1 (stereo unspecified)	1	44*	-6	-17	11	-1	16	-11	-6
CCCCc1nnc(SCC(=O)Nc2nccs2)n1C	1	3	-3	1	2	-4	-5	-12	9
CC1CN(c2nc3c(c(=O)n(C)c(=O)n3C)n2Cc2c(F)cccc2Cl)CC(C)O1 (stereo unspecified)	0	9	18*	3	2	1	3	-8	7
CC(O)c1ccc(Oc2cnccn2)cc1 (stereo unspecified)	0	2	-2	3	8	-4	4	-11	19
Cc1cccc(C(=O)OCC(=O)NC2CC2)c1O	2	0	-4	7	3	3	-10	-7	4
CCC(=O)Nc1ccc(C(=O)CSc2nc(N)cc(N)n2)cc1	0	2	-3	-6	15	-8	4	-3	3
O=C(CSc1ccc(Cl)cc1)N1CCC(c2nc3ccccc3s2)CC1	8	9	-2	-10	2	0	-7	11	-7
Cn1c(CC(=O)NNC(=O)c2cccnc2)nc2ccccc21	1	1	-2	4	2	1	-6	-16	16
Oc1cccc(Nc2nc(O)c(/C=C3\C=Nc4ccccc43)s2)c1	11	19	7	-18	15	14	-5	8	3
CCNC(=S)NCCN1CCCCC1	1	8	-5	6	-5	-3	-9	-12	4
COc1cc2c(cc1OC)C(c1ccccc1C)CC(=O)N2 (stereo unspecified)	0	-1	-2	2	11	-3	3	-11	3
O=C(OCc1csc(-c2ccccc2)n1)c1ccccc1O	1	1	1	-6	7	0	6	-6	8
O=C(Cn1cnc2c(NCc3ccccc3)ncnc21)NCCc1cc2ccccc2[nH]1	7	3	0	-4	11	1	-10	-2	10
CC(C)OP(=O)(OC(C)C)C(Nc1ccccc1)c1ccccc1C(F)(F)F (stereo unspecified)	-1	0	-4	-5	10	-4	2	2	-3
COc1ccc(C(=O)O)cc1S(=O)(=O)NCCc1ccccn1	2	1	-3	8	0	-4	-10	-13	8
COc1ccccc1C/C(N)=N/OC(=O)COc1cc(C)cc(C)c1C	-2	1	-6	-2	2	-3	-7	-10	4
CCn1c(SCC(=O)Nc2cccc(C)n2)nnc1-c1ccco1	1	6	-4	-8	4	-4	-3	4	-3
COCCCN1C(=O)/C(=C/c2ccc(CNS(=O)(=O)c3ccccc3)o2)C(C(=O)OC)=C1C	1	4	-9	-1	-12	-3	-14	2	-2
COc1ccc(NC(=O)c2cc(C3CCCCN3S(=O)(=O)c3cn(C)cn3)on2)c(C)c1 (stereo unspecified)	1	4	2	3	3	0	-15	-22	19
CS(=O)(=O)Nc1ccccc1N=C(c1ccccc1)c1ccccc1	2	6	-6	3	1	1	-3	-8	8
O=C(NCCCc1ccccc1)c1ccc(CS(=O)Cc2ccc(Cl)cc2)o1 (stereo unspecified)	4	-1	-2	-5	9	-3	7	-1	10
Cc1cccc(-c2nnc(SCC(=O)Nc3cc(C)on3)n2C)c1	0	-1	-4	-1	-8	-3	6	-7	9
CN(/C=C1/C(=O)CNC1=O)CCO	13	5	-6	-9	8	2	2	8	-8
O=C(/C=C/c1ccc(Cl)cc1)NCCSc1ccccc1	0	16	-6	-4	3	-4	-6	-2	-4
Cc1nnc(-c2ccccc2)c[n+]1[O-]	1	-2	-3	-3	5	0	-5	-10	7
CCOc1ccc(S(=O)(=O)NCCC(=O)N2CCCCCCC2)cc1	9	6	-1	-8	-1	4	-13	-21	8
NC(=O)CN1CCN(c2cccc(Cl)c2)CC1	1	1	-2	7	-5	2	5	-42	14
CN(C)c1nc(NNC(=O)c2ccccc2)nc(N(C)C)n1	0	6	-3	6	3	0	-2	-8	3
COc1ccc(CNC(=O)CCC(=O)Nc2nnc(CC(C)C)s2)cc1	0	5	-4	0	5	1	22	-2	1
CN(c1ccccc1)S(=O)(=O)c1ccc(Cl)c(C(=O)OCC(=O)N2CCOCC2)c1	2	0	-7	-2	13	-2	4	-9	6
CC(=O)Oc1ccc2nc(CN3C(=O)c4ccc([N+](=O)[O-])cc4C3=O)oc(=O)c2c1	2	3	-4	-5	1	0	6	-2	5

Profiles, quoted from the list.
O=C(NCCCc1ccccc1)c1ccc(CS(=O)Cc2ccc(Cl)cc2)o1 (stereo unspecified) as listed: CHRM4 agonist: 4; TAAR1 ag: -1; CHRM1 agonist: -2; M5 PAM: -5; CHRM5 antagonist: 9; CHRM5 agonist: -3; M4 antag: 7; M1 antag: -1; M1 PAM: 10
NC(=O)CN1CCN(c2cccc(Cl)c2)CC1 as listed: CHRM4 agonist: 1; TAAR1 ag: 1; CHRM1 agonist: -2; M5 PAM: 7; CHRM5 antagonist: -5; CHRM5 agonist: 2; M4 antag: 5; M1 antag: -42; M1 PAM: 14
COCCCN1C(=O)/C(=C/c2ccc(CNS(=O)(=O)c3ccccc3)o2)C(C(=O)OC)=C1C as listed: CHRM4 agonist: 1; TAAR1 ag: 4; CHRM1 agonist: -9; M5 PAM: -1; CHRM5 antagonist: -12; CHRM5 agonist: -3; M4 antag: -14; M1 antag: 2; M1 PAM: -2

(cont.)
SMILES	CHRM4 agonist	TAAR1 ag	CHRM1 agonist	M5 PAM	CHRM5 antagonist	CHRM5 agonist	M4 antag	M1 antag	M1 PAM
Cc1ccc(Cl)cc1NC1=NC(=S)N(C(C)C)C12CCCCC2	0	6	-2	2	3	-3	0	-5	4
Cn1c(-c2ccccc2)cnc1N	1	18	-4	3	-6	-8	-8	-24	4
Cc1cc(NS(=O)(=O)c2ccc(NC(=O)C(C(C)C)N3C(=O)c4ccccc4C3=O)cc2)nc(C)n1 (stereo unspecified)	1	9	-6	-1	2	-2	0	10	-9
Cc1cc(C)cc(OCC(=O)Nc2ccc(S(=O)(=O)Nc3ccccn3)cc2)c1	0	2	-8	-3	-5	-3	-2	-6	8
[O-][N+]12CCN(CC1)c1ccccc12	-1	4	-3	-3	2	1	-3	-4	10
CC(=O)Nc1c(C#N)c(C(C)(C)C)cn1C	1	14	-6	3	-1	-1	2	-7	0
CC1=NNC(=O)C1CC(=O)N/N=C(/C)c1cccc([N+](=O)[O-])c1 (stereo unspecified)	2	1	-1	0	10	-1	1	-12	13
COc1ccc(NC2CS(=O)(=O)CC2NCc2ccccc2)cc1 (stereo unspecified)	0	2	-2	-2	-3	-2	1	-22	0
Cc1cc(NS(=O)(=O)c2ccc(NC(=S)NC(=O)c3ccc(Br)cc3)cc2)no1	-2	0	-5	-6	0	-5	3	7	1
COc1cc(CC(NC(C)=O)C(=O)NC2CCN(C(=O)c3ccc(C)cc3)CC2)cc(OC)c1 (stereo unspecified)	0	0	-1	1	6	0	-1	-1	7
CN1CCN(C(=S)NC(=O)c2ccc(C(C)(C)C)cc2)CC1	1	1	-7	2	-5	-1	10	0	0
Cc1ccc(Cc2c(-c3ccc(C)cc3)nc3ccc(Br)cn23)cc1	0	-1	-7	0	-10	-1	-14	2	-3
O=S(=O)(c1ccccc1)N1CCCCC1CCc1ccccc1 (stereo unspecified)	-1	1	-3	-5	-4	1	-6	5	-6
O=C(O)CCc1ccc(-c2ccccc2)n1CC(=O)O	1	11	-1	4	4	2	0	-7	9

Screens deposited in PubChem BioAssay by The Scripps Research Institute Molecular Screening Center.
